Yp Topo-I inh – Y. pestis Topo-I inhibition via cleavage products | Y. pestis Topo-I cleavage product accumulation, plate reader | activity, % at 10 µM | 360,000 compounds, 0.064% hits; in the data active means activity above about 50%, passing the limit was not always enough; inconclusive means no clear call, values can overlap the other calls; further: inactives centre near 2
UGM FP inh – inhibitors of M. tuberculosis UDP-galactopyranose mutase. inhibition, % at 10 µM. 320,000 compounds, 0.06% hits. purified UGM, fluorescence polarization probe displacement. AID 504406. P9WIQ1; in the data active means inhibition above about 10%, passing the limit was not always enough; inconclusive means no clear call, values can overlap the other calls
Target sequence (P9WIQ1 whole entry, looked up): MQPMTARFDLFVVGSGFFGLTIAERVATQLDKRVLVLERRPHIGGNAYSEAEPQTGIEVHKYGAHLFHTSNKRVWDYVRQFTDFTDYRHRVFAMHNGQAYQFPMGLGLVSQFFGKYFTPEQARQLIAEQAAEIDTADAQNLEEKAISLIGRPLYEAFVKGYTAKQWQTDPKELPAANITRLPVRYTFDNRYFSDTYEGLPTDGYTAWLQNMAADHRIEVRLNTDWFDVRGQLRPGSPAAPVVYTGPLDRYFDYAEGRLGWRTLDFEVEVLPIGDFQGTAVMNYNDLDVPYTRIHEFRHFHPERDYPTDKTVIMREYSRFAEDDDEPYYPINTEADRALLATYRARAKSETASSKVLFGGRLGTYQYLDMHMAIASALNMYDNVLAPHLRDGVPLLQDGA
Vc quorum ag – quorum light induction in luxS cqsA deficient V. cholerae; V. cholerae BH1578 lux reporter, luminescence, 6 h; activation, % at 18.7 µM; 350,000 compounds, 0.16% hits; in the data active means activation mostly above about 9.7%, no sharp cut-off; inconclusive means no clear call, values can overlap the other calls; inactive means mostly below about 3.7%; further: not every result past the cut was called active; inactives centre near 0; reference of the scale not given here
PfHsp40 yeast – restores yeast growth despite PfHsp40 toxicity | S. cerevisiae expressing PfHsp40, growth rescue, ATP luminescence | growth rescue, % at 12.5 µM | 340,000 compounds, 0.68% hits; in the data active means growth rescue above about 28%, passing the limit was not always enough; inconclusive means no clear call, values can overlap the other calls;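 further: yeast W303a lacking pdr1 and pdr3 grown in galactose medium; growth measured after three days at 30 °C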
TcdB GH inh – blocks C. difficile toxin B glycohydrolase activity | P18177 | TcdB glycohydrolase enzymatic assay, plate reader | inhibition, % at 9.99 µM | 350,000 compounds, 0.24% hits | AID 652162; in the data active means inhibition above about 10%
GDH-TPI counter – inhibits GDH-TPI coupling enzymes, artifact for Mtb FBA screen; 360,000 compounds, 1.2% hits; GDH-TPI coupled enzyme counterscreen, NADH absorbance; inhibition, % at 4.8 µM; in the data active means inhibition above about 30%;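 further: 0% = DMSO wells and 100% = wells lacking the enzyme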
FadD28 FP inh – blocks FadD28 binding to the bisubstrate probe; fluorescence polarization; inhibition, % at 12.5 µM; 360,000 compounds, 0.22% hits; in the data active means inhibition above about 8.5%, passing the limit was not always enough; inconclusive means no clear call, values can overlap the other calls
FBA Mtb inh – inhibitors of M. tuberculosis fructose-bisphosphate aldolase. purified M. tuberculosis FBA, fluorescence read-out. inhibition, % at 1 µM. 360,000 compounds, 2.3% hits. AID 588726; in the data active means inhibition above about 27%;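 further: 0% = vehicle and 100% = reference inhibitor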
Target sequence (P9WQA3 whole entry, looked up): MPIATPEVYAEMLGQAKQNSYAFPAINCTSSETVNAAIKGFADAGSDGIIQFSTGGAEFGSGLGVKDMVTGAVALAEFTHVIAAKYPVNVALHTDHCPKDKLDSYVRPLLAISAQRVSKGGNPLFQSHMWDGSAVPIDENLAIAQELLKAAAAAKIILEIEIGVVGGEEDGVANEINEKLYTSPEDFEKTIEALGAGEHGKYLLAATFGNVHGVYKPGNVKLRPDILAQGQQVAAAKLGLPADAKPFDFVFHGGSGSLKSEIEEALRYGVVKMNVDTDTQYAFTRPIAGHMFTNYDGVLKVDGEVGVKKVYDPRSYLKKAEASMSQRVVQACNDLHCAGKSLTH
Mtb BioA inh – BioA (M. tuberculosis) enzyme inhibition | 360,000 compounds, 0.096% hits | inhibition, % at 9.99 µM | AID 602481 | purified M. tuberculosis BioA enzyme, plate reader; in the data active means inhibition above about 40%; inconclusive means no clear call, values can overlap the other calls
Active calls of the source: *; i = inactive; ? = inconclusive; · = no result given; & = joins results of further samples.

SMILES	Yp Topo-I inh	UGM FP inh	Vc quorum ag	PfHsp40 yeast	TcdB GH inh	GDH-TPI counter	FadD28 FP inh	FBA Mtb inh	Mtb BioA inh
OCC[C@@H]1C[C@H](O)[C@@H](O)[C@]2(Cc3ccccc3CCO2)O1	-13.2	0.0	i	1.5	1.2	12.9	1.6	3.5	-1.8
O=C(Cn1cnc([N+](=O)[O-])n1)N/N=C/c1cccc(Cl)c1	-6.8	-2.3	·	-0.6	1.3	7.8	-1.3	-2.2	·
Cc1ccc(Cl)cc1N1CCN(C(=O)c2cccc3c(=O)c(C)c(-c4ccccc4)oc23)CC1	-0.3	·	-1.4	-1.7	0.7	5.6	-1.5	2.4	·
CCCN1CCC(NC(=O)Nc2cccc3ccccc23)CC1	-3.9	-1.4	-3.3	-0.3	1.4	2.9	0.8	16.7	-2.4
O=C(/C=C/Nc1ccccc1O)c1ccco1	-2.3	-4.9	-0.5	?	0.5	6.5	-0.1	-2.7	·
CC(C)Cn1c(SCC(=O)NC(=O)Nc2ccc3c(c2)OCCO3)nc2ccccc2c1=O	-8.9	-0.4	i	5.5	·	-2.9	-1.4	-0.4	-0.5
O=C(Cc1ccccc1)OCC(=O)c1ccc(F)cc1	11.7	0.1	-15.5	-0.8	0.4	8.2	-1.0	-2.8	0.3
O=C(Nc1ccccn1)C1CCN(c2ncnc3c2nc2n3CCCCC2)CC1	-3.9	3.9	-0.4	-1.2	0.1	7.8	-1.4	-0.3	-0.2
O=C(NCc1ccc(N2CCCC2=O)cc1)Nc1cccc2ccccc12	0.1	-1.4	i	-1.2	·	-6.8	-0.5	5.3	-2.1
CCOC(=O)N(NC(=O)C(O)(CC(C)C)CC(C)C)c1ccccc1	1.3	-1.9	-0.3	-2.1	1.2	7.3	-0.8	4.1	·
CCCc1cc(=O)[nH]c(SCC(=O)c2[nH]c(C)c(C(=O)OCC)c2C)n1	2.9	·	-0.3	-1.5	·	13.2	-2.1	2.5	·
O=C(Cn1ncc2c3ccccc3n(Cc3ccccc3F)c2c1=O)NCCCN1CCCC1=O	28.9	0.0	5.6	2.7	2.1	5.6	-2.5	4.4	0.0
COCc1cc(C)c2c(N)c(C#N)sc2n1	4.4	0.5	i	1.7	·	9.4	-2.5	16.7	-0.8
COc1cc(NC(=O)COc2cccc(C)c2C)ccc1NC(=O)c1ccco1	18.9	-1.4	-0.2	-1.7	-0.7	6.6	-1.4	2.1	-1.0
O=C(CSc1nnc(CNc2ccc(F)cc2)o1)N1CCN(C(=O)c2ccco2)CC1	13.2	-1.5	-3.2	-0.8	·	11.0	-4.5	-1.0	-1.5
O=C1C=CN2CCCC2CC1 (configuration not stated)	8.9	3.7	i	-1.0	1.0	4.0	1.4	3.6	0.2
Cc1ccc2c(=O)n3c(nc2c1)C(Cc1ccc(O)cc1)NC(=O)c1cc2ccccc2cc1-3 (configuration not stated)	?	·	-2.3	·	0.2	-4.1	-5.0	-2.9	-0.5
O=C(Cc1ccccc1)Nc1cccc(NC(=O)c2ccccc2)c1	4.5	-3.5	-0.3	0.4	2.0	2.6	0.1	-0.5	-0.3
CCOC(=O)C1[C@H]2C(=O)N(C(C)c3ccc(OC)cc3)C[C@]23C=C[C@H]1O3 (some centres not stated)	2.1	-0.2	i	-1.5	·	-5.5	-4.4	-1.8	-2.8
O=S(=O)(c1cccc(NC(=S)N2CCN(c3cccc(Cl)c3)CC2)c1)C(F)F	-1.4	-0.5	-0.2	1.1	1.8	12.0	0.1	0.8	·
N#Cc1c(SCC(=O)O)nc(N2CCCCC2)c2c1CCCC2	10.9	1.2	·	-1.5	·	19.1	-0.3	4.5	10.7
CC(C)C12CN(C(=O)c3ccccc3[N+](=O)[O-])CC(C(C)C)(CN(C(=O)c3ccccc3[N+](=O)[O-])C1)C2=O	2.2	-1.7	i	1.3	0.6	-7.9	-0.9	-2.4	·
O=C(NCC(=O)N(c1cccnc1)C(C(=O)NC1CCCC1)c1ccccc1F)c1ccco1 (configuration not stated)	7.4	1.6	i	0.9	·	14.8	-0.4	2.2	0.1
O=C(CN1CCOCC1)N1CCc2ccccc2C(c2ccccc2)C1 (configuration not stated)	23.5	-1.7	1.1	1.0	·	-2.3	-2.1	0.2	·
Cc1nc(CC(=O)Nc2nc(-c3ccccc3)cs2)cs1	17.9	3.9	·	3.5	·	0.0	-0.6	-0.3	-0.5
CCc1ccc(Oc2nnnn2-c2ccc(C(N)=O)cc2)cc1	-10.5	-4.5	-0.2	-1.0	1.5	-4.3	-1.8	1.3	0.9
CCOC(=O)C1(C)CCCCCN1C(=O)c1csnn1 (configuration not stated)	2.3	·	i	·	1.4	0.5	-1.0	-4.4	0.6
CCSc1nnc(NC(=O)Cn2cnc3ccccc3c2=O)s1	0.5	-1.3	i	-2.8	1.2	6.2	-0.5	2.4	-0.2
Cc1cc(C)n(/N=C/c2cccs2)c(=O)c1C#N	1.6	2.0	-2.3	-0.7	0.5	24.1	-1.4	-0.8	·
O=C(CSc1nnc(C2CCCCC2)n1Cc1ccccc1)NCc1ccco1	-1.2	2.1	-0.1	-0.3	·	8.2	-1.9	-1.8	·
CC(Sc1ccc(Cl)cc1)C(=O)NNC(=O)c1csc(N2CCOCC2)n1 (configuration not stated)	17.0	2.3	2.9	0.1	0.7	1.0	0.1	0.2	0.5
CC(C)(C)C1CCC(=NNC(=O)c2ccc(Br)o2)CC1 (configuration not stated)	18.0	2.4	-0.2	1.2	·	7.0	-1.4	0.4	·
Cc1cc(OC(=O)c2cc(Cl)ccc2Cl)c([N+](=O)[O-])c(=O)[nH]1	-1.7	1.4	-0.2	-1.0	-0.1	-2.4	-1.5	0.4	-0.8
COc1ccc(OCCCC(=O)OCC(=O)Nc2ccc(Cl)cn2)cc1	-0.5	1.2	5.0	-1.0	0.9	2.8	-3.9	-2.1	0.4
CC1CCN(C(=O)C(NS(=O)(=O)c2cccc3nsnc23)C(C)C)CC1 (configuration not stated)	-1.9	3.6	-0.2	-1.2	1.4	6.3	-2.4	-0.1	-1.4
O=C1CN(Cc2ccccc2)C(=NCc2ccco2)S1	7.3	0.0	0.6	0.8	·	3.3	-1.1	27.8*	-0.9
CC(C)Nc1nnc(SCC(=O)c2c(N)n(Cc3ccccc3)c(=O)n(C)c2=O)s1	15.4	-3.0	-2.8	-0.5	·	8.1	0.6	3.7	·
CCN(CC)CCNC(=O)c1c(O)c2c([nH]c1=O)CCCC2	2.4	1.8	i	-0.7	0.7	-1.6	-1.7	4.7	-1.1
CC(C)NC(=O)Nc1cccc2c1O[C@H](CN(C)S(=O)(=O)c1ccccc1)[C@@H](C)CN([C@H](C)CO)C2=O	12.1	6.8	-0.6	0.6	1.2	0.9	1.5	39.0*	-1.3&-1.9
O=C(COC(=O)CCc1ccc(S(=O)(=O)N2CCOCC2)cc1)NCc1ccccc1Cl	-6.0	0.1	-4.2	-0.1	0.7	3.9	-0.6	2.3	0.0
C[C@H]1COC(=O)[C@H](Cc2ccc(F)cc2)C/C=C\C[C@@H](CC(=O)NCCO)C(=O)N1	-6.3	2.0	-0.8	-0.8	1.2	10.9	-1.2	2.0	-1.3
CN1C(=O)C2C[C@@]3(Br)c4ccccc4N(OOSc4ccccc4)[C@H]3N2C(=O)[C@@H]1Cc1ccccc1 (some centres not stated)	33.5	-1.2	5.0	-0.2	·	3.1	-3.6	-0.5	1.5
Cc1cc2nc(-c3ccc4c(c3)CCC4)ccn2n1	1.7	2.8	i	0.1	-1.3	3.7	-2.4	4.3	·
CCOC(=O)C1(C)CCCN(C(=O)c2cc(OC)c(OC)c(OC)c2)C1 (configuration not stated)	-4.5	·	-1.2	·	0.6	7.1	1.2	4.2	1.3
CN1/C(=C\C(=O)c2cccnc2)Sc2ccccc21	14.8	0.0	-0.4	2.8	4.1	9.9	1.7	-0.9	·
O=C(NC(c1ccccc1)c1ccccc1)C1CCCC1	9.5	-1.7	-5.1	-1.2	·	-0.4	-0.1	-0.1	8.9
O=C(CSc1nnc(-c2cccnc2)o1)Nc1ccccn1	-4.1	-0.8	i	-0.5	·	-6.6	-3.0	-0.6	2.3
Cc1nc(-c2nc(-c3c(C(=O)NNC(=O)Nc4ccccc4)noc3C)cs2)cs1	5.5	0.7	i	0.9	-0.3	-6.4	-2.7	1.7	·
Cc1cc(C(=O)NCc2ccc(F)cc2)n(-c2ccccc2)n1	-8.5	1.9	-0.3	0.2	1.3	6.5	-3.6	-2.2	·
COc1ccc(N(C(=O)c2snc(C(N)=O)c2N)C(C(=O)NCc2ccccc2)c2ccc(O)cc2)cc1OC (configuration not stated)	-4.7	·	i	0.5	0.6	15.1	-0.8	1.4	-0.3
COc1ccc(OCCCC(=O)Nc2nccs2)cc1	9.3	1.3	-0.2	-1.3	2.2	14.3	-1.1	0.6	-1.5
CC(=O)N1CCC2(CC1)CC(=O)c1cc(OCC(=O)NCc3ccc(C)cc3)ccc1O2	8.1	1.0	-0.3	1.2	·	2.8	-2.9	51.0*	·
O=C(O)c1cc(-c2cccc([N+](=O)[O-])c2)nc2ccccc12	-4.0	5.4	i	-1.5	1.8	3.8	-2.6	-11.6	-0.9
COc1cc(-c2cc(NC(C)=O)c3ncc(-c4cc(OC)c(OC)c(OC)c4)n3c2)cc(OC)c1OC	6.2	·	-0.6	·	8.0	13.8	-0.4	6.6	1.4
CCOC(=O)C1(Cc2cccc(OC)c2)CCN(Cc2cnc(C)s2)CC1	25.1	2.1	-0.3	-1.4	1.5	4.4	-1.5	1.8	-1.5
CC(=O)N1CCc2cc(Br)cc(S(=O)(=O)N3CCN(C(=O)c4ccco4)CC3)c21	6.5	0.3	3.7	0.7	·	1.8	5.7	0.9	3.6
CCOC(=O)c1ccc(NC(=O)c2nc[nH]c2C(=O)N2CCC(C)CC2)cc1	-2.2	-2.0	-2.2	1.1	-0.6	7.7	-1.8	-3.7	-0.4
O=C(NCCCc1ccccc1)C1CCN(c2nnc(-n3cccc3)s2)CC1	34.1	-1.7	-0.3	1.1	0.8	-3.4	-1.5	0.1	2.5
CCOC(=O)N1CCN(S(=O)(=O)c2ccc(OC)c(OC)c2)CC1	-2.8	-2.5	i	-0.3	·	8.9	0.8	3.1	0.3
Cc1ccc(Sc2c(C)nn(C(=O)C3CC3)c2C)cc1	13.0	2.8	-0.7	0.1	·	6.3	0.0	0.0	9.0

Structural class, the entries above with a thiophene ring, fused or not
SMILES	Yp Topo-I inh	UGM FP inh	Vc quorum ag	PfHsp40 yeast	TcdB GH inh	GDH-TPI counter	FadD28 FP inh	FBA Mtb inh	Mtb BioA inh
COCc1cc(C)c2c(N)c(C#N)sc2n1	4.4	0.5	i	1.7	·	9.4	-2.5	16.7	-0.8
Cc1cc(C)n(/N=C/c2cccs2)c(=O)c1C#N	1.6	2.0	-2.3	-0.7	0.5	24.1	-1.4	-0.8	·

Two entries from above in another layout:
structure,Yp Topo-I inh,UGM FP inh,Vc quorum ag,PfHsp40 yeast,TcdB GH inh,GDH-TPI counter,FadD28 FP inh,FBA Mtb inh,Mtb BioA inh
CCOC(=O)N1CCN(S(=O)(=O)c2ccc(OC)c(OC)c2)CC1,-2.8,-2.5,i,-0.3,·,8.9,0.8,3.1,0.3
Cc1ccc(Sc2c(C)nn(C(=O)C3CC3)c2C)cc1,13.0,2.8,-0.7,0.1,·,6.3,0.0,0.0,9.0

More structures:
SMILES	Yp Topo-I inh	UGM FP inh	Vc quorum ag	PfHsp40 yeast	TcdB GH inh	GDH-TPI counter	FadD28 FP inh	FBA Mtb inh	Mtb BioA inh
O=C(N/N=C/c1ccco1)C1CCCC1	4.4	-0.9	i	-0.1	·	5.8	·	-0.2	-2.3
Cn1c(SCC(=O)c2ccccc2)nnc1C1COc2ccccc2O1 (configuration not stated)	8.2	0.3	-0.2	2.7	0.8	-3.8	-1.4	0.9	-1.3
CN(Cc1nc2ccccc2c(=O)[nH]1)Cc1cc(=O)oc2ccc3ccccc3c12	22.0	1.1	-1.0	0.1	·	-1.4	1.8	0.8	5.6
Nc1c(C(=O)NCc2ccco2)c2nc3ccccc3nc2n1CCc1ccccc1F	3.9	-1.0	-0.4	-0.5	·	7.5	-20.4	70.3*	3.9
Cc1c(-c2nc3ccccc3[nH]2)cnn1C	-2.7	2.9	-0.6	2.0	0.5	10.1	-0.2	2.5	0.1
O=[N+]([O-])c1ccc(C2CCCC/C2=N/O)c([N+](=O)[O-])c1 (configuration not stated)	-1.8	-2.3	-0.6	0.2	0.7	-4.6	-0.4	5.8	-0.6

Bioassay records from PubChem BioAssay.
